RXFP1 ag – agonists of human relaxin receptor RXFP1; HEK293T-RXFP1 cAMP TR-FRET, 30 min; response scale: percent of porcine relaxin response, buffer zero; Potency, µM (series often up to 57.5 µM), for the others: at the top dose activation, most hits filed as activators; 370,000 tested, 0.3% active; further: potency means the concentration at half of the fitted maximal effect; on the % scale 0 is the no-effect control and ±100 the full control effect; nearly all actives have a fitted effect of over 60% in size; many of its hits are not listed in these tables
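HEK293T cells stably expressing RXFP1 were pretreated with the PDE4 inhibitor Ro 20174, exposed to compounds for 30 min at 37C, lysed, and cAMP was read by TR-FRET. Data normalized to buffer (basal) and 29 nM porcine relaxin (100%).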
LDHA block – inhibitors of human lactate dehydrogenase A | P00338 | purified LDHA, NADH/diaphorase-resazurin fluorescence; stronger effect = lower value | activity change, % (values are at about 110 or 230 µM) | 480,000 tested, 0.15% active; in the data active means activity change below about -30%; inconclusive means mostly about -25% to -30%;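 further: plate controls were DMSO wells for no effect and wells without enzyme for full effect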
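Remaining NADH was detected by diaphorase (0.133 mg/mL) converting 37 µM resazurin to fluorescent resorufin, read at 0 and 20 minutes. The preceding 5-minute room-temperature reaction used 2 nM LDHA, 0.2 mM sodium pyruvate and 0.06 mM NADH at pH 7.4.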
Vif-APOBEC3G blk – blocks the Vif interaction with human APOBEC3G | AID 602310 | 410,000 tested, 0.076% active | Potency, µM (highest dose often 46.1 µM), without a hit: at the top dose activity, negative = active, actives largely listed as inhibitors | HeLa A3G-eYFP + Vif (tagged APOBEC3G with the HIV-1 protein that degrades it), YFP fluorescence, overnight;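 further: potency means the concentration at half of the fitted maximal effect; on the % scale 0 is the no-effect control and ±100 the full control effect; nearly all actives have a fitted effect of over 60% in size; hits raise eYFP signal because A3G escapes Vif-driven loss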
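HeLa cells stably expressing Vif and C-terminally eYFP-tagged A3G, seeded overnight at 37 deg C, then exposed to compound by pintool overnight at 37 deg C. Rise in yellow fluorescence (Ex 488/Em 500-530, Acumen) marks blocked Vif-driven A3G degradation.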
mIDH1 inhibitor – blocks human mutant IDH1 R132H enzyme; O75874; Potency, µM (doses to about 76.6 µM), without a hit: at the highest dose activity change, negative = inhibition, hits mostly inhibitors; IDH1-R132H enzyme, NADPH consumption, diaphorase/resazurin fluorescence; AID 602179; 390,000 tested, 0.093% active; further: potency means the concentration at half of the fitted maximal effect; on the % scale 0 is the no-effect control and ±100 the full control effect; nearly all actives have a fitted effect of over 65% in size
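IDH1-R132H (0.5 ug/mL dispensed) in pH 7.5 Tris buffer was preincubated 30 min with compound, then given a substrate mix of 0.016 mM NADPH and 2 mM alpha-KG for 80 min at room temperature; remaining NADPH was read by diaphorase/resazurin fluorescence.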
USP1 inh – blocks the human USP1/UAF1 deubiquitinase complex | O94782 | recombinant USP1/UAF1, Ub-Rhodamine cleavage fluorescence | Potency, µM (highest dose often 57.1 µM), for the others: at the top dose activity change, negative = inhibition, most hits filed as inhibitors | 390,000 tested, 0.23% active | AID 743255; further: potency means the concentration at half of the fitted maximal effect; on the % scale 0 is the no-effect control and ±100 the full control effect; nearly all actives have a fitted effect of over 60% in size; inactives centre near -12
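USP1/UAF1 complex (1 nM) preincubated 15 min at room temperature with compound, then Ub-Rho substrate (150 nM final) added. Kinetic fluorescence at 480/540 nm over 6 reads at 60 s intervals; 50 mM HEPES pH 7.8, 0.5 mM EDTA, 0.1 mg/ml BSA, 1 mM TCEP, 0.01% Tween-20.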
TrxR1 substrate – rat thioredoxin reductase 1 substrate activity; 390,000 tested, 0.01% active; Potency, µM (highest dose often 114 µM), for inactives: top-dose activity change, negative = substrate turnover; AID 588456; purified TrxR1 substrate turnover, NADPH consumption readout; further: potency means the concentration at half of the fitted maximal effect; on the % scale 0 is the no-effect control and ±100 the full control effect; nearly all actives have a fitted effect of over 50% in size
Target sequence (O89049 whole entry, looked up): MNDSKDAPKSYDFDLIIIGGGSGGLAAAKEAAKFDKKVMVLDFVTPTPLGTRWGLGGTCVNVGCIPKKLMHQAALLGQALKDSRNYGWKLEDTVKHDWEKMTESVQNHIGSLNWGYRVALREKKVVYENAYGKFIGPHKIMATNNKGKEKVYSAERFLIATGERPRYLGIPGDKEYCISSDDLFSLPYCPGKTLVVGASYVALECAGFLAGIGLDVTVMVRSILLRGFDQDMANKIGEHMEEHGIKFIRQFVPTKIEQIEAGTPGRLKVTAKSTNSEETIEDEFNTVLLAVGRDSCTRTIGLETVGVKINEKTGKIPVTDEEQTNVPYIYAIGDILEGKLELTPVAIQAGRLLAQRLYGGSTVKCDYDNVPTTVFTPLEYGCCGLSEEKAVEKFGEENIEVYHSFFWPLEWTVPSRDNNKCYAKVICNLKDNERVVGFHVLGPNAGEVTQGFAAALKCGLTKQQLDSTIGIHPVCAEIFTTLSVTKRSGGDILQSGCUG
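Rat TrxR1, dispensed at 90 nM, was prereduced with 400 uM NADPH (final) for 5 min at ~22 deg C, then incubated with compound 15 min before 400 uM selenite. A first-read NADPH fluorescence drop versus no-compound background flagged substrates.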
GRP78 ERSR act – ER stress response induction in glioma; U87-MG GRP78 promoter luciferase reporter, 16 h; Potency, µM, inactives show at the top dose activation, actives largely listed as activators; 420,000 tested, 0.02% active; AID 602332; further: potency means the concentration at half of the fitted maximal effect; series mostly up to about 76 µM; % of control where 0% means no effect; nearly all actives have a fitted effect of over 35% in size
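ERSR induction read as luciferase luminescence (Bright-Glo, 10 min at room temperature) in stably transfected human U87-MG glioma cells exposed to compounds for 16 h, using GRP78 as sensor.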
Vif-APOBEC3F blk – inhibitors of Vif-A3F interaction; 390,000 tested, 0.2% active; Potency, µM (highest dose often 46.1 µM), for the others: at the highest dose activity, negative = active; HeLa A3F-eYFP + Vif (tagged APOBEC3F with the HIV-1 protein that degrades it), YFP fluorescence increase; further: potency means the concentration at half of the fitted maximal effect; % of control where 0% means no effect; nearly all actives have a fitted effect of over 65% in size
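Fluorescence increase (Ex 488/Em 500-530) after overnight compound treatment at 37 deg C flags inhibition of Vif-driven A3F-eYFP loss in stable HeLa A3F-eYFP/Vif cells seeded overnight beforehand.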
PI4K2A block – inhibitors of human PI4K2A. activity change, negative = inhibition, % at 76.9 µM. Q9BTU6. purified PI4K2A, ADP-Glo luminescence, 1 h; stronger effect = lower value. AID 1346378. 420,000 tested, 0.13% active; in the data active means activity change below about -50%; inconclusive means mostly about -30% to -49%;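 further: -100% = wells without enzyme as full effect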
Target sequence (Q9BTU6 whole entry, looked up): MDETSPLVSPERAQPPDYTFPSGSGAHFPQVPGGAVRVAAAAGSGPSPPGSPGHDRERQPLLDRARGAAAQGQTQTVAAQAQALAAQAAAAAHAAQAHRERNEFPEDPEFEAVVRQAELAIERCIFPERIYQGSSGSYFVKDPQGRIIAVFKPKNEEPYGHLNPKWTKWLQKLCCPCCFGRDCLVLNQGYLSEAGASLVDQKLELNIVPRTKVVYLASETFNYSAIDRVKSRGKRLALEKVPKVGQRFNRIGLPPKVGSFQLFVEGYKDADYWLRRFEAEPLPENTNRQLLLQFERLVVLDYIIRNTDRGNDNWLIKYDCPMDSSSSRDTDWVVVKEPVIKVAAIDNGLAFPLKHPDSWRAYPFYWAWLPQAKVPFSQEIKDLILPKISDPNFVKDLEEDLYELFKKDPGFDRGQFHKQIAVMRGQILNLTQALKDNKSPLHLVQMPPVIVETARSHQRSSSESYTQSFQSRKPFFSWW
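In this quantitative HTS, ADP production by PI4K2A was quantified luminescently after 1 h at ambient temperature; 100 microM adenosine served as plate-quality control.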
* = called active by the depositor; u = inconclusive; x = not tested or not shown; & = joins results of further samples; [ ] = another dose, or the depositor's remark. Unless noted, the call rests on the fitted dose curve; in most records, active means well fitted curve in the direction sought with a large enough effect; inconclusive means small, poorly fitted or top-dose-only effect, or another doubt; inactive means no such curve, though single readings can be large; an effect the other way counts as inactive or inconclusive. Not all compounds are listed (hit frequency here may not be typical).

SMILES | RXFP1 ag | LDHA block | Vif-APOBEC3G blk | mIDH1 inhibitor | USP1 inh | TrxR1 substrate | GRP78 ERSR act | Vif-APOBEC3F blk | PI4K2A block
Cc1ccc(NC(=O)c2cc3c([nH]c2=O)CC(c2ccccc2)CC3=O)cc1 (centres undefined) | x | 4 | 0% | x | x | 24% | -4% | x | x
c1ccc(-c2csc(-c3cccnc3)n2)cc1 | 4.6% | -5 | -6% | 10% | -13% | -5%[57.1 µM] | 2% | 0% | 2
O=C(CC(c1cccs1)N1Cc2ccccc2C1=O)Nc1ccccc1F (centres undefined) | 2.3% | -10 | -2% | 2% | -14% | -2% | -4% | 0% | -9
COc1ccc(CCNC(=O)C(=O)NCc2ccccc2C)cc1OC | 0.6% | -5 | -4% | 4% | -15% | 7% | -3% | -16% | 1
CC(=O)N(CN1C(=O)C2CC=CCC2C1=O)c1cccc(Cl)c1 (centres undefined) | 0.0% | 0 | 1% | 15% | 8% | 9%[57.1 µM] | -3% | 6% | 11
Cc1nnc(SCc2ccc([N+](=O)[O-])cc2)o1 | -4.3% | -5 | -1% | 7% | u | 11%[11.4 µM] | -1% | 4% | 2
O=[N+]([O-])c1cc(Br)cc(/C=N/n2cnnc2)c1O | -0.4% | -2 | -2% | 1% | 0% | -12%[57.1 µM] | -1% | 7% | -2
CC(NC(=O)COc1ccc(Oc2ccccc2)cc1)C(=O)O (centres undefined) | 0.3% | -15 | -6% | 1% | -16% | -4% | -4% | -3% | 1
COc1cccc(-c2cc(C(=O)Nc3cc(C)n(Cc4ccc(Cl)cc4)n3)no2)c1 | 0.0% | -4 | -6% | -1% | -6% | 13%[57.1 µM] | -1% | -9% | 3
O=C(CSc1ncnc2ccccc12)NCCc1ccccc1 | u | -5 | 0% | -7% | -26% | 4% | -4% | 3% | 2
Cc1ccccc1NC(=O)NCCc1nc2ccccc2[nH]1 | 1.4% | 0 | -1% | 9% | -6% | -1% | -2% | -10% | 10
CCOC(=O)c1ccn(-c2nc(-c3cccc(OC)c3)cc(C(F)(F)F)n2)n1 | -1.2% | 2 | -2% | -2% | -16% | 37%[activator] | -5% | 0% | 1
Nc1nc(N)nc(-c2ccccc2O)n1 | 2.3% | -10 | 1% | 11% | -8% | -2% | -5% | -1% | -11
O=C(O)C1C2C=CC(C2)C1C(=O)Nc1ccc(C(=O)N2CCCCC2)cc1 (centres undefined) | -1.0% | 5 | 1% | 1% | -16% | -1%[57.1 µM] | -3% | -1% | 7
Cc1cnc(NC(=O)CN2C(=O)C3CC=CCC3C2=O)s1 (centres undefined) | -1.0% | -3 | 0% | 2% | 1% | -3% | 0% | -8% | -5
CN(C(=O)CCc1ccccc1F)C1CCCN(Cc2ccccc2F)C1 (centres undefined) | -5.4% | -3 | -1% | 6% | -6% | 7%[57.1 µM] | -4% | -1% | 3
CCOC(=O)c1c(N2CCN(c3ccccc3)CC2)cc(C)nc1C | -0.3% | u | -3% | 2% | -8% | -3% | -4% | 11% | -2
COC(=O)c1ccc(CNC(=O)C2CCC(=O)N(CCCc3ccccc3)C2)cc1 (centres undefined) | -1.8% | -1 | 2% | -5% | 5% | 7%[57.1 µM] | 1% | 2% | 3
CCC(=O)c1ccc(OCc2ccc(C(=O)OC)cc2)c(OC)c1 | 4.4% | -4 | 0% | -2% | -8% | 2%[57.1 µM] | -1% | -5% | 5
Cc1ccc(NS(=O)(=O)c2ccc(NC(=O)c3ccc(-c4ccccc4)cc3)cc2)c(C)c1 | x | -4 | 6% | 3% | 2% | 6% | -7% | 7% | -12

3 entries out of the list above, arranged by the value under USP1 inh, ascending:
Compound | USP1 inh
CCC(=O)c1ccc(OCc2ccc(C(=O)OC)cc2)c(OC)c1 | -8%
COc1cccc(-c2cc(C(=O)Nc3cc(C)n(Cc4ccc(Cl)cc4)n3)no2)c1 | -6%
COC(=O)c1ccc(CNC(=O)C2CCC(=O)N(CCCc3ccccc3)C2)cc1 (centres undefined) | 5%

(listing goes on)
SMILES | RXFP1 ag | LDHA block | Vif-APOBEC3G blk | mIDH1 inhibitor | USP1 inh | TrxR1 substrate | GRP78 ERSR act | Vif-APOBEC3F blk | PI4K2A block
C=CCC[C@@H](Cc1ccc(F)cc1)C(=O)OC[C@@H](Cc1c[nH]c2ccccc12)NC(=O)[C@@H](CC=C)CC(=O)N(CCO)Cc1ccccc1 | x | 0 | 2% | -8% | -21% | -1% | -1% | -2% | -1
C1=CC(c2cc3ccccc3o2)OC(CCc2ccccc2)C1 (centres undefined) | -0.6% | 0 | -7% | 10% | -22% | 2% | -3% | 2% | 4
COc1ccc(CC(N)c2csc(NC(=O)NCCc3ccc(OC)c(OC)c3)n2)cc1 (centres undefined) | x | -4 | -2% | x | x | x | -2% | x | -3
COc1ccc(-c2nc(CN3CCN(C(=O)c4ccco4)CC3)c(C)o2)c(F)c1 | 0.0% | -5 | -5% | 9% | -19% | -2% | -2% | 8% | -4
COc1ccc(-c2cc3nc(C)c(CCC(=O)Nc4ccccc4C(C)=O)c(C)n3n2)c(OC)c1 | 5.6% | -2 | -5% | -4% | u | 23% | -9% | 3% | 2
COC(=O)C1=C(C)N(c2cc(C)cc(C)c2)/C(=C/c2ccco2)C1=O | 2.9% | 1 | -4% | 1% | -1% | -10%[57.1 µM] | -4% | -3% | -4
Cn1c(=O)c2c(nc(NCc3cccnc3)n2Cc2cccc(C(F)(F)F)c2)n(C)c1=O | 8.9% | -3 | -10% | 7% | -14% | -1%[57.1 µM] | 2% | 3% | 6
Cc1ccc(S(=O)(=O)N2CCCCC2)cc1NC(=O)COC(=O)C1CC1 | x | -1&-5 | 4% | 2% | -5% | x | -2% | 4% | -2
Cn1c(Sc2ccc(Br)cc2)c(C=O)c2ccccc21 | 17% | -1 | -12% | -2% | -6% | -9% | -5% | -6% | 1
Cc1cc(N/N=C/c2cccc(Br)c2)nc2ccccc12 | -0.4% | -8 | -7% | 1% | -1% | -1% | 5% | -5% | 1
COc1ccccc1N1CCN(C(=O)CSc2nc3ccccc3nc2N2CCCCC2)CC1 | 3.5% | 2 | 1% | -2% | -23% | 4%[57.1 µM] | -2% | -5% | -5
CCOC(=O)C1CCN(C(=O)c2ccc(-n3ccc4ccccc43)s2)CC1 | u | -4 | x | x | u | -2%[57.1 µM] | x | x | 4
CN(C)S(=O)(=O)c1ccc(C(=O)NCC(C)(C)CN=C2NS(=O)(=O)c3ccccc32)cc1 | 9.7% | -5 | -1% | 1% | -10% | 4% | -1% | -26% | 0
COc1cccc(C2=CC(c3ccccc3)n3nnnc3N2)c1 (centres undefined) | 0.0% | -6 | u | 7% | -16% | 9% | 4% | -1% | -1
CSc1ccc(C(=O)C2CCCN(C(=O)Cn3cnnn3)C2)cc1 (centres undefined) | 3.0% | 1 | -1% | 7% | -2% | -5% | -3% | 5% | -4
COCCn1c(SCC(=O)Nc2cc(C)on2)nc2c(c1=O)SCC2 | -2.9% | -5 | 1% | 4% | -6% | -10% | -4% | 10% | 1
CCOc1cc(C(=O)NC)cc(Br)c1OC | -0.2% | 3 | 1% | -8% | -24% | -1% | 0% | 6% | -2
COc1ccc(S(=O)(=O)N(C)C[C@H]2Oc3ccc(NS(=O)(=O)c4cccs4)cc3C(=O)N([C@H](C)CO)C[C@@H]2C)cc1 | x | -13 | 1% | 12% | -9% | 7%[57.1 µM] | -4% | -1% | 5
Cc1ccc(S(=O)(=O)C(C#N)c2nc3ccccc3nc2N2CCN(C)CC2)cc1C (centres undefined) | 4.0% | 0 | -4% | 0% | -6% | -7% | -2% | -7% | 7
CCOC(=O)/C=C1/SCC(=O)N1CC(=O)c1ccc[nH]1 | x | -1 | 0% | 0% | -11% | -6% | -3% | -5% | -17
CCC(C)(C)NC(=O)C(c1ccc(OC)cc1)N(C(=O)CCC(=O)Nc1cc(C)on1)c1ccc(OC)cc1OC (centres undefined) | 4.2% | -8 | 1% | -8% | -13% | 5%[57.1 µM] | -2% | 13% | 22
COc1ccc(-c2c(C)c3ccc(O)c(CN4CCN(C)CC4)c3oc2=O)cc1OC | 8.9% | -5 | 0% | -18% | 0% | 146%[activator][57.1 µM] | -3% | -8% | -2
CCSc1nc2c([nH]c3ccccc32)c(=O)n1-c1ccc(OC)cc1 | 20% | -1 | 0% | 8% | -31% | -2%[57.1 µM] | -1% | -1% | 5
CCOc1ccccc1-n1nnnc1SCC(=O)NC(=O)Nc1ccc2c(c1)OCCO2 | -2.1% | -4 | -4% | 9% | -7% | -3% | -4% | -5% | 3
O=C(CSc1ncnc2sc3c(c12)CCCC3)c1ccco1 | -1.6% | 8 | -4% | 2% | -3% | -9% | 4% | 1% | -6
O=c1[nH]c(Nc2ccc3c(c2)OCCO3)nnc1Cc1ccccc1 | -0.3% | -6 | 1% | 5% | u | 12%[57.1 µM] | 0% | 0% | -1
CCc1nc2ccc(C(=O)NCCCN3CCN(c4ccccc4F)CC3)cc2nc1CC | 5.2% | -4 | 1% | 1% | -13% | -2% | -10% | 4% | 2
NS(=O)(=O)c1ccc(-c2ccc(/C=N/Nc3ccc(C(=O)O)cc3)o2)cc1 | 1.3% | -4 | -1% | 1% | u | -3% | -6% | 3% | 6
CCOC(=O)c1c(NC(=O)COc2ccc(Cl)cc2C)sc2c1CCCCC2 | 1.6% | -3 | 0% | 10% | 18% | 2% | -4% | 0% | 0
